# Bcl-B Bim block = inhibitors of Bim-Bcl-B binding, primary screen, biochemical, multiplexed, human Bcl-2 family. inhibition, % at 10 µM. bead-based flow cytometry, Bim peptide-Bcl-B binding. Bcl-2-like protein 10 (Homo sapiens), Q9HD36. 190,000 compounds, 0.073% hits. AID 951, 2007;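 also: 0% = tracer peptide without compound and 100% = reference inhibitor peptide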
# Target sequence (Q9HD36 whole entry, looked up): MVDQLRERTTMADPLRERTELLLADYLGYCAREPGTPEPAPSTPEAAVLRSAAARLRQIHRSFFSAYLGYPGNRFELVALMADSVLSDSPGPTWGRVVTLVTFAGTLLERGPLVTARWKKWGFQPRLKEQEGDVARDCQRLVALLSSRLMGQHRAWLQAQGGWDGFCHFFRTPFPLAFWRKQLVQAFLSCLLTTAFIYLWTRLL
# RGS8-Gao = RGS8-Galphao binding modulators, primary screen, biochemical, multiplexed bead flow cytometry; Guanine nucleotide-binding protein G(o) subunit alpha (Homo sapiens), P09471; actives lie on both sides; response (percent of control binding), % at 10 µM; 220,000 compounds, 0.34% hits; AID 1423, 2008; in the data active = response below about 60% or above about 140%; inactive = in between;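 also: Galphao activated as the GDP aluminium fluoride complex binding bead-coupled RGS8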
# Target sequence (P09471 whole entry, looked up): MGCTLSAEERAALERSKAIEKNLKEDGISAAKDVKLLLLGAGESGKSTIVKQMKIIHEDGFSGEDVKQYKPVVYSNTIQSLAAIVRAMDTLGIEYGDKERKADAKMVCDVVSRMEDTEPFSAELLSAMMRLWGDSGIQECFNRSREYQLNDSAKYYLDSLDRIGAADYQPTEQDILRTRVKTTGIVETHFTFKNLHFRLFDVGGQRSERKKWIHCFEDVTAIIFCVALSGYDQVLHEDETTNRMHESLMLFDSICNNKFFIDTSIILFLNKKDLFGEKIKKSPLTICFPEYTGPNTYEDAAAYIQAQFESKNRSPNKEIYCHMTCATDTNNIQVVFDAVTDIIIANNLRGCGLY
# RGS4-Gao reg = modulators of RGS4 binding to Galphao, primary screen, biochemical, multiplexed bead flow cytometry | Guanine nucleotide-binding protein G(o) subunit alpha (Homo sapiens), P09471 | actives lie on both sides | binding response (% of control), % at 10 µM | 220,000 compounds, 0.33% hits; in the data active = binding response below about 49% or above about 150%; inactive = in between;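 also: fluorescent Galphao activated with aluminum fluoride binding bead-coupled RGS4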
# Mcl1 Bid PPI = Mcl-1/Bid binding inhibitors, primary screen, biochemical, TR-FRET, 1536-well; TR-FRET Mcl-1/Bid-Dy647 peptide binding; 220,000 compounds, 0.97% hits; Induced myeloid leukemia cell differentiation protein Mcl-1 (Homo sapiens), Q07820; AID 1021, 2008; inhibition, % at 21.7 µM;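 active = compounds that cut the binding signal by more than half at the single screening dose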;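 also: His-tagged Mcl-1 with europium anti-His antibody binding Bid BH3 peptide; 0% = Mcl-1 plus peptide wells and 100% = peptide-only wells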
# Bim-Bcl-2 = inhibitors of Bim-Bcl-2 binding, primary screen, biochemical, multiplexed, human Bcl-2 family. Apoptosis regulator Bcl-2 (Homo sapiens), P10415. Bead-based flow cytometry, Bim peptide-Bcl-2 binding. inhibition, % at 10 µM. 190,000 compounds, 0.06% hits. AID 950, 2007; in the data active = inhibition above about 40%; inconclusive = no clear call, values can overlap the other calls;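 also: 0% = no compound wells with probe peptide and 100% = reference peptide inhibitor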
# Bfl-1 Bim block = inhibitors of Bim binding to Bfl-1, primary screen, biochemical, multiplexed, bead-based flow cytometry; Bcl-2-related protein A1 (Homo sapiens), Q16548; Bim-Bfl-1 binding inhibition; inhibition, % at 10 µM; 190,000 compounds, 0.12% hits;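 also: 0% = wells without compound plus tracer and 100% = blocker peptide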
# Bim-Bcl-XL = inhibitors of Bim-Bcl-XL binding, primary screen, biochemical, multiplexed, bead flow cytometry, human Bcl-XL | Bcl-2-like protein 1 (Homo sapiens), Q07817 | Bim peptide-Bcl-XL binding, fluorescence | inhibition, % at 10 µM | 190,000 compounds, 0.04% hits
# Target sequence (Q07817 whole entry, looked up): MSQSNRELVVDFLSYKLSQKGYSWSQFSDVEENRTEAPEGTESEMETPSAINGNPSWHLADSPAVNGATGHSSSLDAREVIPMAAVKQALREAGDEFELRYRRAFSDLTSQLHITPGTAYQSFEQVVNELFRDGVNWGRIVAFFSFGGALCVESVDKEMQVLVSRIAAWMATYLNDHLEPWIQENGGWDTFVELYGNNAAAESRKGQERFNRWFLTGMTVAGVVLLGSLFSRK
# GSH fluor = compound fluorescence on glutathione beads, profiling panel, artefact control, biophysical, 488/530 nm, flow cytometry | GSH beads flow cytometry, compound fluorescence 488/530 nm; hits give high values | fluorescence (KMESF) at 10 µM | 190,000 compounds, 0.25% hits | AID 1776, 2009; in the data active = fluorescence above about 89;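 also: glutathione beads carrying GST-tagged Bcl family fusion proteins plus one bare bead set; values are compound well signal with DMSO vehicle wells as background; inactives centre near 16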
# Bcl-W Bim block = inhibitors of Bim binding to Bcl-W, primary screen, biochemical, multiplexed, bead-based flow cytometry; Bim peptide-Bcl-W binding; 190,000 compounds, 0.02% hits; inhibition, % at 10 µM; Bcl-2-like protein 2 (Homo sapiens), Q92843; AID 952, 2007;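 also: 0% = bound tracer without compound and 100% = peptide blocker; higher means less fluorescent Bim peptide bound to Bcl-W beads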
# Target sequence (Q92843 whole entry, looked up): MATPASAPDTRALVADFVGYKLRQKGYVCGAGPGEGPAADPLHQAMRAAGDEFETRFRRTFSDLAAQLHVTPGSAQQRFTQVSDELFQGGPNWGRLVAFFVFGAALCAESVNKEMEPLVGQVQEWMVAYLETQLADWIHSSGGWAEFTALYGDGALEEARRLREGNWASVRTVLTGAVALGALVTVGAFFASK
# RGS7-Gao reg = RGS7-Galphao binding modulators, primary screen, biochemical, multiplexed bead flow cytometry. actives lie on both sides. binding response (% of control), % at 10 µM. 220,000 compounds, 0.35% hits. AID 1439, 2008; in the data active = binding response below about 49% or above about 150%; inconclusive = no clear call, values can overlap the other calls; inactive = in between;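 also: fluorescent Galphao held in activated GDP-AlF4 state binding bead-coupled RGS7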
# Mcl-1 Bim block = inhibitors of Bim peptide binding to Mcl-1, primary screen, biochemical, bead-based flow cytometry, multiplex | Induced myeloid leukemia cell differentiation protein Mcl-1 (Homo sapiens), Q07820 | Bim peptide-Mcl-1 binding | inhibition, % at 10 µM | 190,000 compounds, 0.1% hits;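 also: 0% = no compound tracer wells and 100% = peptide blocker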
# * marks the source's active call; other numbers are inactive results; ? = inconclusive; . = no result given. Rule as the data show it, unless noted: active = inhibition above about 40%.
SMILES,Bcl-B Bim block,RGS8-Gao,RGS4-Gao reg,Mcl1 Bid PPI,Bim-Bcl-2,Bfl-1 Bim block,Bim-Bcl-XL,GSH fluor,Bcl-W Bim block,RGS7-Gao reg,Mcl-1 Bim block
COc1ccc(C(=O)Nc2cccc(C(C)=O)c2)c(OC)c1OC,-1,97,92,3,-2,-2,-12,38,-2,96,-4
O=C(CNC(=S)N(Cc1ccc(F)cc1)C1CCCCC1)NCC1CCCO1 (stereo not drawn),1,102,101,-24,0,4,2,10,0,?,1
Cc1cc(NC(=O)c2cccc([N+](=O)[O-])c2)n(-c2ccccc2)n1,-2,97,100,-8,1,0,-4,9,-1,97,0
COC(=O)c1cc(NC(=O)/C=C/c2ccc3c(c2)OCO3)cc(C(=O)OC)c1,1,98,99,-33,-1,-1,0,6,0,104,0
CCOc1ccccc1N(CC(=O)Nc1cccnc1)S(C)(=O)=O,-1,100,99,-39,1,-3,0,27,4,101,2
COc1cccc(N(C(=O)Cn2nnc3ccccc32)C(C(=O)NCc2ccco2)c2cccnc2)c1 (stereo not drawn),-7,96,96,-14,-9,-15,-4,23,0,97,0
CCCC(=O)Nc1nc(-c2ccc(Cl)s2)cs1,0,101,97,-16,-3,-2,-5,22,-3,94,0
Cc1ccc(C(C(=O)NC2CCCC2)N(Cc2ccco2)C(=O)CCC(=O)Nc2cc(C)on2)cc1 (stereo not drawn),0,90,93,-2,-1,1,-3,10,-3,92,-1
C=CCn1c(-c2c(C)nc3cc(C)ccn23)n[nH]c1=S,-6,96,89,-52,1,2,-3,9,-1,95,-1
Cc1ccc(CC2CC(=O)N(CCc3ccccc3)C2=O)cc1 (stereo not drawn),-4,99,98,-49,-2,-7,-4,21,0,100,-4
Cc1cc(C)n(CCC(=O)Nc2cccc(F)c2)n1,-4,101,103,-33,0,-3,0,19,-1,103,1
Cc1nc(N)sc1C(=O)N/N=C/c1cccnc1,-2,97,92,-12,-2,-7,2,7,0,88,0
Cc1ccccc1CS(=O)(=O)Cc1ccc(C(=O)NCCCN2CCCC2=O)o1,-4,100,103,-9,-8,-8,6,37,2,102,-4
Cc1nn(-c2ccccc2)c2sc(C(=O)N(CC(=O)NC3CCCC3)Cc3ccco3)cc12,3,100,103,14,7,11,-2,5,-5,102,-1
COc1ccccc1NC(=O)CCC(=O)N(Cc1ccc(OC)c(OC)c1)c1nccs1,-5,104,100,-31,-3,-7,-2,28,-1,98,-2
CCOc1cc(/C=N/O)ccc1OCc1ccc([N+](=O)[O-])cc1,-7,99,101,-14,-8,-15,-7,11,-2,101,-2
Cc1occc1C(=O)Nc1nn[nH]n1,-4,99,100,16,-7,-10,-5,40,3,105,-1
COC(=O)c1[nH]c2cccc(OC)c2c1NC(=O)CCN1CCN(c2ccccc2F)CC1,-10,100,100,-6,0,-8,0,25,2,100,0
O=C(NCc1ccccn1)C1CCN(S(=O)(=O)c2cnc[nH]2)CC1,-9,102,102,-40,-6,-16,-6,24,-2,101,-5
CC(C)CC(NC(N)=O)C(=O)Nc1ccc(Cl)c(Cl)c1 (stereo not drawn),5,102,99,-14,4,1,-1,12,2,?,-1
CCOc1ccc(N2C(=O)/C(=C\c3ccc(OC)c(O)c3)S(=O)(=O)C2c2cccc([N+](=O)[O-])c2)cc1 (stereo not drawn),-1,107,112,-15,4,0,0,15,0,110,2
CCCCOc1ccc(C(C)NC(=O)C2CCCN(S(=O)(=O)CCC)C2)cc1 (stereo not drawn),-5,79,93,3,-2,-1,-6,32,0,96,-3
O=C(O)CCCNc1c(C(=O)Nc2ccc(Cl)cc2)cc([N+](=O)[O-])cc1[N+](=O)[O-],-1,103,105,-31,1,0,0,10,0,?,1
O=C(NNS(=O)(=O)c1ccccc1)C1CCN(S(=O)(=O)c2ccc(Cl)cc2)CC1,-12,106,105,-6,-14,-9,-6,9,-4,107,-9
Cc1ccc(S(=O)(=O)/N=C(\c2ccc(F)cc2)n2c(C)nc3ccccc32)cc1,0,104,103,6,1,1,0,23,0,99,0

# Additional results:
SMILES,Bcl-B Bim block,RGS8-Gao,RGS4-Gao reg,Mcl1 Bid PPI,Bim-Bcl-2,Bfl-1 Bim block,Bim-Bcl-XL,GSH fluor,Bcl-W Bim block,RGS7-Gao reg,Mcl-1 Bim block
Cc1cc(C(c2ccc(C)o2)c2ccc(C)o2)c(O)c([N+](=O)[O-])c1,2,94,89,5,0,0,-14,37,0,91,0
Cc1ccc(CN2CCN(/N=C/c3ccc(C(F)(F)F)cc3)CC2)cc1,-1,98,93,-61,-3,0,-5,4,-2,93,-3
Cc1ccccc1OCC(=O)Nc1ccc2c(c1)n(C)c(=O)n2C,0,103,103,-9,-3,-2,0,22,-1,98,2
C=CCn1c(SCC(=O)NC)nc2sc3c(c2c1=O)CCC3,-7,102,99,-6,-6,-7,-11,26,-2,97,2
Cc1cccc(N2CCN(C(=S)c3ccc(-c4ccccc4[N+](=O)[O-])o3)CC2)c1,-5,103,103,-48,2,5,-2,3,0,103,-1
COC(=O)c1ccc(NC(=O)Cc2ccccc2)cc1,0,102,102,1,-3,-2,-2,20,0,100,1
CCCC[C@@H]1CNC(=S)N1CCCc1cc(OC)c(OC)c(OC)c1,-8,91,95,-30,2,0,3,20,0,96,4
CCC(=O)Nc1ccccc1Oc1ccccc1,-9,100,100,-31,-7,-14,-5,36,-1,100,0
COc1cc(C2=NOC(C(=O)NCc3ccccn3)C2)cc(OC)c1OC (stereo not drawn),0,88,102,0,0,-2,2,18,0,90,-3
CCCC(=O)Nc1ccc(C(=O)N/N=C/c2cccnc2)cc1,-3,105,109,-5,-7,-11,1,42,-1,106,2
Cc1c(Cl)cccc1-n1c(SCC(=O)NCc2cccs2)nnc1-c1ccncc1,0,99,98,-53,-2,-1,-2,20,-3,102,1
O=C(CN1CCOCC1)Nc1ncc(Cc2cccc3ccccc23)s1,-3,102,101,7,-4,-3,-4,17,-3,97,-3
CCn1c(Sc2ccc([N+](=O)[O-])cn2)nnc1-c1ccco1,-3,76,95,-30,-5,5,-1,14,-4,91,-1
C/C(=N\NC(=O)C1COc2ccccc2O1)c1ccc(Cl)s1 (stereo not drawn),-1,106,108,0,-4,-3,-1,27,3,109,-5
Cc1cc(Nc2nc(Cl)c(Cl)cc2Cl)n(-c2ccccc2)n1,-6,99,106,-3,-4,0,-7,12,-4,106,-5
Cc1ccccc1C(=O)Nc1ccccc1Sc1ccccc1,.,77,91,7,.,.,5,.,.,92,.
Cc1ccc2c(c1)c(=O)c(Br)c(C)n2Cc1ccccc1,-6,99,96,2,-2,-13,-7,14,-3,95,-1
C/C(=N\NC(=O)c1ccccn1)C12CC3CC(CC(C3)C1)C2,0,104,100,-8,-1,0,0,12,-1,102,0
COCCn1c(=S)[nH]c2cc(C(=O)N3CCc4ccccc4C3)ccc2c1=O,-39,105,105,-37,-6,-5,-18,18,-12,116,-11
CC(NC(=O)c1cccc(Cn2cc([N+](=O)[O-])cn2)c1)c1ccc(C(C)(C)C)cc1 (stereo not drawn),-8,103,101,-2,-9,-15,-8,37,0,97,-2
Cc1ccc(CNc2ccc(N3CCOCC3)c(C(=O)O)c2)s1,-2,101,103,-86,-2,-1,0,7,-1,98,-2
C/C(=N\NC(=O)c1ccncc1)c1cccs1,-6,100,96,-6,.,-1,.,.,-1,101,.
COCCNC(=O)c1onc(CSc2cccc(OC)c2)c1C(=O)O,0,98,92,-25,2,-2,-2,20,0,97,1
N#Cc1nc(-c2ccco2)oc1N1CCC(Cc2ccccc2)CC1,-2,97,103,-37,0,-1,-5,8,-1,95,-2
N#CCSc1nnc(C2CCCCC2)n1-c1ccccc1,-3,101,105,-22,-5,-11,-4,26,0,102,0
O=c1cc(CO)occ1OCc1cccc(F)c1,-2,96,96,-7,-2,-2,0,24,-1,92,0
Cc1nn(C)c(C)c1S(=O)(=O)N1CCC(C(=O)NC2CCCCC2)CC1,1,103,108,-10,1,-2,-3,18,0,104,-3
O=C(c1ccccc1)c1cc2c(cc1[N+](=O)[O-])OCCO2,-5,100,102,10,-4,-4,-2,23,0,100,-1
CSCCC1Nc2ccc(S(=O)(=O)N3CCOCC3)cc2NC1=O (stereo not drawn),3,101,100,-22,1,7,0,13,0,100,0

# Not a retest: entries from further up.
SMILES,Bcl-B Bim block,RGS8-Gao,RGS4-Gao reg,Mcl1 Bid PPI,Bim-Bcl-2,Bfl-1 Bim block,Bim-Bcl-XL,GSH fluor,Bcl-W Bim block,RGS7-Gao reg,Mcl-1 Bim block
CCn1c(Sc2ccc([N+](=O)[O-])cn2)nnc1-c1ccco1,-3,76,95,-30,-5,5,-1,14,-4,91,-1
C/C(=N\NC(=O)C1COc2ccccc2O1)c1ccc(Cl)s1 (stereo not drawn),-1,106,108,0,-4,-3,-1,27,3,109,-5
Cc1cc(Nc2nc(Cl)c(Cl)cc2Cl)n(-c2ccccc2)n1,-6,99,106,-3,-4,0,-7,12,-4,106,-5
Cc1ccccc1C(=O)Nc1ccccc1Sc1ccccc1,.,77,91,7,.,.,5,.,.,92,.
Cc1ccc2c(c1)c(=O)c(Br)c(C)n2Cc1ccccc1,-6,99,96,2,-2,-13,-7,14,-3,95,-1
C/C(=N\NC(=O)c1ccccn1)C12CC3CC(CC(C3)C1)C2,0,104,100,-8,-1,0,0,12,-1,102,0
COCCn1c(=S)[nH]c2cc(C(=O)N3CCc4ccccc4C3)ccc2c1=O,-39,105,105,-37,-6,-5,-18,18,-12,116,-11
CC(NC(=O)c1cccc(Cn2cc([N+](=O)[O-])cn2)c1)c1ccc(C(C)(C)C)cc1 (stereo not drawn),-8,103,101,-2,-9,-15,-8,37,0,97,-2
Cc1ccc(CNc2ccc(N3CCOCC3)c(C(=O)O)c2)s1,-2,101,103,-86,-2,-1,0,7,-1,98,-2
C/C(=N\NC(=O)c1ccncc1)c1cccs1,-6,100,96,-6,.,-1,.,.,-1,101,.

# Screening data from PubChem.

# Rows were taken by chance; overall some 1.8% were active at least once.
